High-throughput results: PubChem, Broad Institute
FN deposition inh – fibronectin deposition inhibition | AH1F fibroblasts, Alexa488-fibronectin deposition fluorescence, overnight | inhibition, % at 12.6 µM | 350,000 compounds, 0.086% hits;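 active = mean inhibition across replicates of 30% or more, regardless of how many single replicates reach that level; inconclusive = mean under 30% yet at least half of replicates reach 30%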;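 note: positive control wells lacked labelled fibronectin entirely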
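Material – AH1F fibroblast monolayer, labelled fibronectin deposition · Reagent – labelled fibronectin 24 nM · Timing – 1 h adhesion, overnight exposure · Measured by – fluorescence at 485 nm excitation, 525 nm emission · Read-out – inhibition of fibronectin deposition signal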
LGR2 antag – Drosophila LGR2 receptor signaling inhibition; HEK293 LGR2, CRE-luciferase, bursicon-stimulated, 4 h; inhibition, % at 9.99 µM; 380,000 compounds, 0.35% hits; AID 720647;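 active = drop in luminescence signal, shown as inhibition above about 50% in the replicate tests, limit read from the data, passing the limit was not always enough; inconclusive = probably only some replicates passing the limit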;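 note: agonist challenge used bursicon conditioned medium at about half maximal strength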
EWS-Fli block – inhibitors of EWS/Fli oncoprotein transcriptional activity | A673 NR0B1-luciferase reporter, viability-normalised | inhibition, % at 12.6 µM | 350,000 compounds, 0.67% hits;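 active = mean inhibition of at least 50% after viability correction, with every replicate also passing that limit; inconclusive = mean reaches 50% but only one of two replicates passes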;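 note: firefly luciferase signal divided by Alamar Blue viability fluorescence both relative to DMSO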
Cneo AK release – causes C. neoformans cell lysis; 360,000 compounds, 0.2% hits; adenylate kinase release luminescence, 4 h; normalised: neutral wells 0, clomiphene wells 100; AID 651654; lysis activity, % at 15 µM;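 active = mean lysis activity across replicates of at least 80%, whatever share of replicates individually reach that level; inactive = mean lysis activity below 80%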
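Material – Cryptococcus neoformans yeast cells · Quantity – 5 × 10^6 yeast cells/mL · Buffer or medium – YPD medium · Compound – single dose · Timing – 4 h static compound exposure, 37 °C, read 1 h post-reagent · Signal – adenylate kinase release luminescence · Read-out basis – lysis from increased AK signal · Benchmarks – Clomiphene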
miR-122 sensor – inhibitors of miR-122 in Huh7 cells | activation (reporter increase), % at 12.5 µM | AID 602342 | Huh7 miR-122 Renilla luciferase sensor, 48 h; neutral wells = 0, positive control = 100 | 340,000 compounds, 0.3% hits;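 active = mean replicate activation score at least 90 and every replicate individually at or above 90; inconclusive = only one of the two criteria met; inactive = neither criterion met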;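 note: higher luciferase means less miR-122 activity so hits act as miR-122 inhibitors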
PAX8 reporter – lowers PAX8-driven luciferase in RMG-I cells; RMG-I TPO-luciferase reporter, SteadyGlo, 24 h; inhibition, % at 12.6 µM; 360,000 compounds, 1.2% hits; AID 652154;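 active = mean replicate inhibition at least 60% with every replicate also reaching 60%; inconclusive = only one of the two criteria is met; inactive = mean below 60% and not all replicates reaching 60%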;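 note: luciferase light reporting Pax8 driven TPO promoter activity; plate controls were median of neutral control wells for no effect and mitoxantrone controls for full effect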
Casp6 inh – caspase-6 (human) enzyme inhibition. 350,000 compounds, 0.53% hits. AID 686996. inhibition, % at 12.5 µM. purified caspase-6, Z-VEID-R110 cleavage fluorescence;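 active = mean inhibition across replicates at least about 35%, with every replicate also reaching that limit, limit read from the data; inconclusive = only one of the two criteria met; inactive = neither criterion met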;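 note: 0% = median of neutral control wells and 100% = no fluorescence left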
Target sequence (P55212 24-179 limits assumed): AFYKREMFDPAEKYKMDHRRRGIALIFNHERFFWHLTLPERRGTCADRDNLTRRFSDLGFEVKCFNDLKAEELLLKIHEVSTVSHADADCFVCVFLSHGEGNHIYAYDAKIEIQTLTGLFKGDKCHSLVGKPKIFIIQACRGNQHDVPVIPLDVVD
Target sequence (P55212 194-293 limits assumed): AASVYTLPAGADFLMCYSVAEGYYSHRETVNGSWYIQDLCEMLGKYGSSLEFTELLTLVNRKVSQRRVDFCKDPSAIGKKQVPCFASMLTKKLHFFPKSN
PGC1a acetyl inh – PGC1a acetylation modulation, inhibitor mode; U2OS PGC1a acetylation, AlphaScreen anti-acetyl-lysine; with virally co-expressed GCN5 acetyltransferase; inhibition, % at 15.6 µM; 350,000 compounds, 0.17% hits; AID 651687;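 active = every replicate shows inhibition of at least 40%; inconclusive = mean inhibition at least 40% but some replicate below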;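 note: 0% = neutral control wells and 100% = positive control wells; some results beyond the cut were filed as inactive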
* marks the source's active call; other numbers are inactive results; ? = inconclusive; . = no result given; [ ] = dose if it differs, or a comment.

| SMILES | FN deposition inh | LGR2 antag | EWS-Fli block | Cneo AK release | miR-122 sensor | PAX8 reporter | Casp6 inh | PGC1a acetyl inh |
| --- | --- | --- | --- | --- | --- | --- | --- | --- |
| COc1ccc(C(=O)Nc2n[nH]c(-c3ccncc3)n2)cc1 | 2 | 11 | . | 0 | -6 | . | . | 5 |
| COCC#Cc1cnc2c(c1)C(=O)N([C@H](C)CO)C[C@H](C)[C@H](CN(C)Cc1ccc(-c3ccccc3)cc1)O2 | . | -4 | -9 | . | 16[16.7 µM] | . | . | 4 |
| CCOc1cc(N2CCOCC2)c(OCC)cc1NC(=O)CSc1ncccc1C(=O)O | 17 | 5 | -15 | -26 | -2 | 18 | 20 | 11 |
| Cc1[nH][nH]c(=O)c1C(c1ccc(-c2ccc(F)cc2)o1)c1c(C)[nH][nH]c1=O | . | -42 | -8 | . | . | -7 | . | -2 |
| CC(C)NC(=O)N1[C@H](C#N)[C@H](c2ccc(C#CC3CCCCC3)cc2)[C@H]1CO | -9 | 48 | 20 | -4 | . | -20 | -2 | -16 |
| CC(C)(C)c1ccc(NC(=O)c2c(F)cccc2Cl)cc1 | 3 | -6 | -32 | -3 | -6 | -9 | 1 | 15 |
| CCOC(=O)c1c(C)[nH]c(C(=O)N2CCN(c3ccc(OC)cc3)CC2)c1C | 3 | 13 | 0 | . | . | -93 | 1 | 8 |
| Cc1noc(C)c1S(=O)(=O)N(C)C[C@@H]1Oc2ccc(N(C)C)cc2CC(=O)N([C@H](C)CO)C[C@H]1C | -6 | -10 | 6 | 12 | -1[16.7 µM] | -9 | 2 | 8 |
| OCCC1CN(Cc2ccc(-c3ccco3)cc2)CCN1Cc1ccsc1 (configuration not stated) | 1 | 1 | 8 | . | . | 11 | -4 | . |
| O=C1Nc2ccccc2/C1=C/c1ccnc2ccccc12 | 6 | -3 | 7 | -1 | 3 | 7 | 2 | . |
| O=C(COc1ccc(Br)cc1)NC(=S)Nc1ccccc1N1CCOCC1 | 8 | 7 | 7 | 3 | -5 | 57 | -1 | 5 |
| Nc1nccnc1C(=O)OCC(=O)NCCc1ccc(S(N)(=O)=O)cc1 | 0 | -1 | -2 | . | -7 | 5 | -1 | -5 |
| C/C=C/c1ccc([C@H]2[C@@H](CO)N(C(C)=O)[C@H]2CNC(=O)c2ccccc2)cc1 | -11 | 1 | -9 | 1 | 21[16.7 µM] | 6 | -6 | 6 |
| O=C(Nc1cccc(F)c1)N1CC(=O)N2[C@H](CO)[C@H](c3ccc(-c4ccccc4)cc3)[C@@H]2C1 | . | 1 | 2 | . | . | 19 | -2 | 11 |
| CCN(C(=O)C12CC3CC(CC(C3)C1)C2)C1CCS(=O)(=O)C1 (configuration not stated) | 3 | -11 | -1 | -2 | 2 | -11 | -1 | . |
| O=C(C1CCN(c2ncnc3c2nc2n3CCCCC2)CC1)N1CCN(c2ccccc2F)CC1 | 9 | -7 | 7 | 0 | . | 19 | 1 | . |
| N#C[C@@H]1[C@@H](c2ccc(C#Cc3cccc(F)c3)cc2)[C@H](CO)N1C(=O)C1CCCC1 | -2 | 2 | 1 | 0 | . | -21 | 1 | -18 |
| COc1cccc(NC(=O)CSCC(=O)O)c1 | 0 | . | . | 6 | 2 | -16 | . | -4 |
| CCOC(=O)COn1c(=O)c(-c2ccco2)[n+]([O-])c2ccccc21 | 2 | . | . | -1 | -5 | -2 | . | 3 |
| COc1ccccc1CNC(=O)c1cc(-c2ccccc2)n(Cc2cc(C)no2)n1 | -1 | -5 | 4 | -2 | 9 | 13 | 3 | 0 |
| NCCCC[C@H]1CNC(=S)N1CCc1cc(C(F)(F)F)cc(C(F)(F)F)c1 | -10 | 5 | 0 | 3 | 2 | -2 | -145 | 2 |
| COc1ccc(CNc2oc(-c3cccc4ccccc34)nc2P(=O)(OC)OC)cc1 | -2 | . | 3 | -1 | 10 | 10 | 2 | . |
| O=C(CSc1nnc(-c2ccccc2)c(-c2ccccc2)n1)N1CCc2ccccc21 | 3 | 19 | . | 2 | -2 | . | . | -3 |
| CCOC(=O)CSc1nnc(NC(=O)CN2CCN(C=O)CC2)s1 | -8 | -9 | 1 | 1 | -11 | -7 | -1 | 9 |
| CC(C)(C)NC(=O)C(c1ccnc2ccccc12)n1c(=O)c(-c2cc3ccccc3[nH]2)nc2ccccc21 (configuration not stated) | -6 | 12 | 8 | . | . | 25 | 1 | . |

Reprinted from the part before: 2 entries, followed by the next part.
| SMILES | FN deposition inh | LGR2 antag | EWS-Fli block | Cneo AK release | miR-122 sensor | PAX8 reporter | Casp6 inh | PGC1a acetyl inh |
| --- | --- | --- | --- | --- | --- | --- | --- | --- |
| CCOC(=O)CSc1nnc(NC(=O)CN2CCN(C=O)CC2)s1 | -8 | -9 | 1 | 1 | -11 | -7 | -1 | 9 |
| CC(C)(C)NC(=O)C(c1ccnc2ccccc12)n1c(=O)c(-c2cc3ccccc3[nH]2)nc2ccccc21 (configuration not stated) | -6 | 12 | 8 | . | . | 25 | 1 | . |
| Cc1cccc(OCC(=O)Nc2c3c(nn2C(C)(C)C)CS(=O)(=O)C3)c1 | 1 | 6 | . | 0 | -1 | 5 | 0 | 7 |
| Cc1ccccc1CC(=O)NC1CCCCCC1 | -3 | -1 | -2 | 3 | . | -13 | -2 | . |
| CCOC(=O)CON1C(=O)C(=O)N(OCC(=O)OCC)[C@H]2CCCC[C@H]21 | 0 | -4 | -1 | . | . | -22 | -2 | . |
| O=C(N/N=C/c1ccccc1F)C(=O)N1CCCCCC1 | 5 | -14 | -1 | 0 | 0 | -18 | 0 | -7 |
| CC(=O)N1c2ccc([N+](=O)[O-])cc2NC(=O)CC1C (configuration not stated) | -3 | 0 | . | -4 | -2 | -31 | . | . |
| O=C(NCCc1ccccc1)C(c1cccs1)N(C(=O)c1csnn1)C1CC1 (configuration not stated) | 2 | . | . | -1 | 17 | 3 | . | -2 |
| CN(c1cccc(NC(=O)c2ccc(Cl)c(S(=O)(=O)Nc3ccccc3)c2)c1)S(C)(=O)=O | . | -3 | . | 0 | 197* | . | . | -1 |
| O=C(CSc1nnc(-c2ccco2)o1)N1CCCCC1 | -1 | 0 | -59 | -1 | -2 | -107 | 4 | -6 |
| COC(=O)C1=C(C)N(CC(C)C)C(=S)NC1c1ccc(Cl)cc1 (configuration not stated) | 2 | 5 | -5 | . | . | -21 | -2 | . |
| Cc1ccc(CNC(=O)c2ccc3c(=O)n(CCCN4CCCC4=O)c(=S)[nH]c3c2)cc1 | . | . | . | -1 | -10 | 2 | . | -6 |
| CS(=O)(=O)N1N=C(c2ccco2)CC1c1ccc(Cl)cc1Cl (configuration not stated) | -9 | 34 | 13 | . | . | 3 | -1 | -3 |
| COc1ccccc1NC(=O)N1CCCC1C(=O)Nc1nnc(C(C)C)s1 (configuration not stated) | 0 | . | . | -1 | -2 | -6 | . | -20 |
| CS(=O)(=O)c1ccc2nc(NC(=O)Oc3ccccc3)sc2c1 | 0 | . | . | -1 | -5 | . | . | -14 |
| COc1ccc(NC(=O)N(C)C[C@H]2OCCCC[C@@H](C)Oc3ccc(NS(=O)(=O)c4ccc(Cl)cc4)cc3C(=O)N([C@H](C)CO)C[C@@H]2C)cc1 | 6 | 4 | -6 | -2 | 6[16.7 µM] | -30 | -1 | 5 |
| Cc1ccc(OCCNC(=O)C2CCCCC2)cc1 | -33 | -8 | -7 | . | . | -4 | 4 | . |
| COC(=O)CSc1nccc(C)n1 | 10 | . | -14 | . | . | -16 | 1 | 4 |
| CC(/C=N/NC(=O)Cn1cnc2c1c(=O)n(C)c(=O)n2C)=C\c1ccco1 | 2 | 6 | 0 | 2 | -1 | 10 | 3 | 27 |
| O=C(NC(=O)N1CCSCC1)c1c(Cl)cccc1Cl | 2 | 9 | 3 | . | . | -7 | 0 | . |
| CCN1[C@@H]2Cn3c(ccc(-c4ccncc4)c3=O)[C@H]1[C@@H](C(=O)NCCc1cn(C)cn1)[C@@H]2CO | -8 | -29 | -3 | -1 | -5[16.7 µM] | -1 | 1 | -5 |
| Cc1cccc(S(=O)(=O)NC(=O)C2(C)CCN2C(=O)c2c(C)noc2C)c1 (configuration not stated) | -4 | 15 | -2 | 7 | 0 | -2 | -1 | -19 |
| C[C@H](NS(=O)(=O)c1ccccc1)C(=O)OCC(=O)NC(=O)Nc1ccc2c(c1)OCCO2 | 5 | -39 | 0 | -2 | -11 | 27 | -2 | . |
| CNC(=S)/N=C/NOCc1c(Cl)cccc1Cl | 0 | 13 | 6 | . | -9 | 4 | -2 | -2 |
| COC(=S)Nc1cccc(C(F)(F)F)c1 | -8 | -5 | -1 | 1 | -10 | -2 | 5 | -14 |
| COc1ccc(-c2nnn(CC(=O)N(CCCN3CCOCC3)C(C(=O)NC3CCCC3)c3ccc(C)o3)n2)cc1 (configuration not stated) | -1 | 8 | 1 | . | . | 9 | 3 | . |
| COc1ccc(-c2cc(C(=O)N3CCN(c4cccc(C)c4C)CC3)c3ccccc3n2)cc1OC | . | -2 | . | 5 | 3 | . | -1 | -21 |
| CC(/C=C/c1ccccc1F)=N\NC(=O)c1ccc(Cl)cc1 | -24 | -14 | 3 | . | 4 | 0 | 0 | -9 |
| COc1cccc(C(=O)NNC(=O)c2ccc3ccccc3c2)c1 | . | -7 | -18 | -2 | -15 | -4 | -2 | 1 |
| Cc1ccc(NC(=O)CNCc2ccccc2)cc1Br | -7 | -37 | -15 | -7 | -3 | -54 | 0 | 4 |
| CCCCCC(=O)NNC(=S)NC(=O)c1cccc([N+](=O)[O-])c1 | 7 | 6 | . | -3 | 1 | -5 | . | . |
| COc1ccc(C(=O)Nc2cccc(S(C)(=O)=O)c2)cc1OC | -2 | . | -3 | 1 | -7 | -10 | -6 | ? |
| C[C@H](CO)N1C[C@H](C)[C@H](CN(C)C(=O)C2CC2)Oc2cc(C#CC3CC3)ccc2S1(=O)=O | -4 | -23 | 3 | -4 | 22[16.7 µM] | . | -1 | -29 |
| C/C(CC(=O)NC12CC3CC(CC(C3)C1)C2)=N\NC(=O)Cc1cccs1 | -9 | 8 | . | -2 | -3 | 5 | . | -8 |
| C[C@@H]1CN([C@@H](C)CO)C(=O)c2cc(NS(=O)(=O)c3ccc(F)cc3)ccc2O[C@@H](C)CCCCO[C@@H]1CN(C)C(=O)Nc1ccc(C(F)(F)F)cc1 | 6 | -4 | 29 | . | . | 13 | -1 | -5 |
| NNC(=O)c1nnn(-c2nonc2N)c1-c1cccs1 | 4 | . | . | 0 | 0 | 2 | . | 4 |
| CCN1CCN(C(=O)c2ccc(Cl)c(S(=O)(=O)N(C)c3ccccc3)c2)CC1 | -16 | -7 | 0 | 0 | 10 | -3 | -1 | 2 |
| Cc1ccccc1NS(=O)(=O)c1cc(S(C)(=O)=O)ccc1C | 0 | . | 6 | . | . | -3 | 3 | . |
| COc1ccc(C(=O)N/N=C/c2ccccc2OC(=O)c2ccccc2)cc1 | -3 | -59 | -84 | 1 | 15 | -5 | -1 | 2 |
| O=C(CN1C(=O)NC(CCc2ccccc2)C1=O)Nc1ccccc1C(F)(F)F (configuration not stated) | -4 | -4 | -6 | 0 | . | 4 | -1 | . |
